Compound activity deposited in PubChem by National Center for Advancing Translational Sciences (NCATS).
KDM5B inh: Primary screen for KDM5B Histone Demethylases FDH-coupled qHTS; Lysine-specific demethylase 5B (Homo sapiens), Q9UGL1; KDM5B demethylase, FDH-coupled NADH fluorescence (FDH is formaldehyde dehydrogenase); Potency, µM (doses to about 57.7 µM), for inactives: at the top dose activity change, negative = inhibition, usual class: inhibitors; 220,000 tested, 2.6% active; AID 1347165, 2019; active means well fitted inhibition curve with a large enough effect; inconclusive means small, poorly fitted or top-dose-only effect; inactive means no such curve, though single readings can be large or run the other way; further: 0% is about no effect; nearly all actives have a fitted effect of over 70% in size
Target sequence (Q9UGL1 whole entry, looked up): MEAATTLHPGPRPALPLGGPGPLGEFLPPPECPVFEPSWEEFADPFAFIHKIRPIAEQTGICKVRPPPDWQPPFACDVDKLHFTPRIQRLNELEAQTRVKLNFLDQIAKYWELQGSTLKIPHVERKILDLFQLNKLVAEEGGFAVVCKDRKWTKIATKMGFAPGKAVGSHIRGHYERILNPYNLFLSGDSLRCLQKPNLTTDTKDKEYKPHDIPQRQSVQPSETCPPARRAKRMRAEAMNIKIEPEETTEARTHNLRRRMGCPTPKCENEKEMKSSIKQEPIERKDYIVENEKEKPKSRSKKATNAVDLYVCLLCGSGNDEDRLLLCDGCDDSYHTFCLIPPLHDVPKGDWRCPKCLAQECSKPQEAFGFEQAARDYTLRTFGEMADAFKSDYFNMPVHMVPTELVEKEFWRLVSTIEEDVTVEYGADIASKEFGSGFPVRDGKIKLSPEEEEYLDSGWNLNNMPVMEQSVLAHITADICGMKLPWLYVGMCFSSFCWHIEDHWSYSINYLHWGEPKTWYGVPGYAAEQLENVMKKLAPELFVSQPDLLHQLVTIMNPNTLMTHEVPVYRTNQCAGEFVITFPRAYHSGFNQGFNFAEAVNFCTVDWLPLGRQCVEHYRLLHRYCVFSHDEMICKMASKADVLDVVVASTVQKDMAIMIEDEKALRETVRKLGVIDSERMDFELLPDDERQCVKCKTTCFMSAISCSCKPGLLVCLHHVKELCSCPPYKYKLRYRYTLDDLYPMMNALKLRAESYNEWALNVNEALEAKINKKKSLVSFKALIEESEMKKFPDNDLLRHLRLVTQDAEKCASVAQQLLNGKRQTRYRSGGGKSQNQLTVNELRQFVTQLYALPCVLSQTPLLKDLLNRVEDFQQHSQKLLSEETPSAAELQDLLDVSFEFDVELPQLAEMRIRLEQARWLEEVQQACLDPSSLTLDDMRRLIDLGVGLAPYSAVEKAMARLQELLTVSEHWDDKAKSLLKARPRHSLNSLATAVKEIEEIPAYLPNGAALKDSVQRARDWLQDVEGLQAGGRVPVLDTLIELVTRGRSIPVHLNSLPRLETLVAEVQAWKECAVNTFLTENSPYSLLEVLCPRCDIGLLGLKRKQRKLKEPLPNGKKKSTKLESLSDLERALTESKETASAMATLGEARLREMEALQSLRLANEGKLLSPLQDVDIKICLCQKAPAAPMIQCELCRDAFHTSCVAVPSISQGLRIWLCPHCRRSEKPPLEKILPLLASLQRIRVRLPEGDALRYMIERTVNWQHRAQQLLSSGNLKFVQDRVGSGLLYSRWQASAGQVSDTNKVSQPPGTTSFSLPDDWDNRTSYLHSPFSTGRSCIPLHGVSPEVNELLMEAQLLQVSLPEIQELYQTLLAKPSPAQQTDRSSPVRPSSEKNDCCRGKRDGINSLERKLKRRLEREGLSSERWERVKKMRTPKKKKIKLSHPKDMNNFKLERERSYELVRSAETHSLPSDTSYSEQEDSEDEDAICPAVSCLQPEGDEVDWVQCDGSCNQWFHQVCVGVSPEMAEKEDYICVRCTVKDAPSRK
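Here, H3K4me3 peptide (12.5 µM in substrate mix) is demethylated by KDM5BΔAP, 200 nM final, after 10 min compound exposure. Formaldehyde product is coupled through FDH (0.25 U/mL in mix) to NADH fluorescence; 30-min ΔRFU feeds dose-response curves.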
* = called active by the depositor; ? = inconclusive; & = joins results of further samples; [ ] = another dose, or the depositor's remark. Potency means the concentration at half of the fitted maximal effect. The list is partial. The share of hits here may be higher or lower than overall.

KDM5B inh,molecule
-12%,CC(CNC(=O)NCc1cccs1)N1CCOCC1 (stereo unspecified)
20%,Cc1nn(C(=O)c2cccc([N+](=O)[O-])c2C)c(C)c1S(=O)(=O)N1CCCCCC1
-6%,COc1ccc(C(=O)N2CCC(n3cc(C(C)(C)C)nn3)CC2)c(OC)n1
-30%,O=C(CN1C(=O)C(c2ccccc2)=NC12CCCC2)Nc1ccc(C(F)(F)F)cc1
-5%,Cc1cc(C)n(NC(=S)NC2CCCCC2)c(=O)c1C#N
-7%,CC(C)NC(=O)Cc1ccc(-n2c(=O)c3ccccc3n(Cc3cccc(Cl)c3)c2=O)cc1
0%,CC(C)(C)NC(=O)c1cc(F)ccc1I
?,CCOc1ccc(CNc2nc(NCc3ccc(OCC)cc3)n(C(=O)CC(C)C)n2)cc1
?,CCc1ccc(C(=O)N2CCC3(CC2)N=C(c2ccc(C)cc2)NO3)cc1
-10%[86.2 µM],COc1ccc([C@H]2C[C@@H](O)[C@@H](O)[C@@H]2NCc2ccc(Cl)cc2)cc1
-16%,CCOc1ccc2nc(N3CCN(C(=O)CS(=O)(=O)c4ccc(F)cc4)CC3)sc2c1
-23%,CCOc1ccc(C(=O)Nc2cccc(C(=O)OCc3cc(=O)n4cc(C)sc4n3)c2)cc1
8%,O=[N+]([O-])c1ccc(C2NS(=O)(=O)N=C3CCCCCN32)cc1 (stereo unspecified)
20%[115 µM],C#CCNC(=O)C1CCc2nnc(C3CCN(C(=O)c4ccc(Cl)cc4Cl)CC3)n21 (stereo unspecified)
40µM*,Cc1ccccc1-c1nccc2c(=O)cc(-c3cccnc3)oc12
-13%,CN(Cc1cccnc1)c1nc2c(c(=O)[nH]1)CCN(Cc1cccc(C#N)c1)CC2
?,Cc1cccc(/C=N/NC(=O)c2ccc(F)cc2)n1
-25%[149 µM],CCN1CCCCC12Cc1ccccc1CN(C(=O)C(C)C)C2 (stereo unspecified)
2%,CCOC(=O)c1cccc(NS(=O)(=O)c2cc(-c3nn(C)c(=O)c4c3CCCC4)ccc2C)c1
?,CC(C)(C)C(=O)Nc1ccc(-c2nc3ccccc3o2)cc1
?,COc1cccc(CN2C[C@@H](COCC3CC3)[C@H](c3ccncc3)C2)n1
16%[115 µM],CC(C)C(=O)N1Cc2ccccc2CC2(CCCN(Cc3ccccc3)C2)C1 (stereo unspecified)
-2%[86.2 µM],O=C(C1CCCC1)N1CCC(Oc2cnc3c(ccn3-c3cncnc3)c2)CC1
-4%,O=C(Nc1cccnc1)c1ccc(F)c(S(=O)(=O)N2CCOCC2)c1
-5%,CCOc1ccccc1Oc1c(C(F)(F)F)oc2cc(OC(=O)c3ccccc3F)ccc2c1=O

In another format: results already given.
SMILES	KDM5B inh
CCOc1ccc(C(=O)Nc2cccc(C(=O)OCc3cc(=O)n4cc(C)sc4n3)c2)cc1	-23%
COc1cccc(CN2C[C@@H](COCC3CC3)[C@H](c3ccncc3)C2)n1	?
O=C(Nc1cccnc1)c1ccc(F)c(S(=O)(=O)N2CCOCC2)c1	-4%
CC(C)(C)C(=O)Nc1ccc(-c2nc3ccccc3o2)cc1	?
O=C(C1CCCC1)N1CCC(Oc2cnc3c(ccn3-c3cncnc3)c2)CC1	-2%[86.2 µM]

(more compounds)
KDM5B inh,molecule
1%,O=C(NCCC1CCN(C(=O)Nc2cc(F)cc(F)c2)CC1)c1cccs1
26%,O=C(NCc1cccnc1)C1CCC1
17%,O=C1[C@@H]2CSCN2C(=O)CN1Cc1ccccc1F
29%,COC(=O)C(CC(C)C)NC(=O)C(Cc1ccccc1)NC(=O)OC(C)(C)C (stereo unspecified)
-9%,Cc1ccccc1NC(=O)C(=O)NCC1(c2ccccc2)CCCC1
-11%[86.2 µM],O=C(c1ncccn1)N1CCNc2cnc(Nc3ccc(-n4ccnc4)cc3)nc2C1
-5%,O=C(NCc1csc(Cc2ccccc2)n1)C1NCCc2[nH]cnc21 (stereo unspecified)
?,CCC(C)NC(=O)c1ccccc1NC(=O)CN1C(=O)c2cccc3cccc1c23 (stereo unspecified)
-9%,CCOc1cc(S(=O)(=O)n2ccnc2C(C)C)ccc1Cl
-18%,Cc1nn(C)c2sc(C(=O)N3CCN(S(=O)(=O)c4ccc(F)cc4)CC3)cc12
14%&1%,Cc1ccc(NS(=O)(=O)c2cnc(N)nc2)c(C)c1
-3%,CCc1ccc(C(=O)COC(=O)c2cccc(Cl)c2Cl)cc1
?,C/C(Cc1ccccc1)=N\NC(=O)CNC(=O)c1ccc(Cl)cc1
4%,Cc1nncn1C1CCN(S(=O)(=O)c2ccccc2Cl)CC1
2%,COc1ccc(CN2CCc3nc(N(C)C)[nH]c(=O)c3CC2)cc1CN1CCOCC1
13%,Cc1cc(Cl)ccc1NC(=O)c1nn(CC(C)C)c(=O)c2ccccc12
14%,COc1ccc(C)cc1Nc1nc2cc(Cl)c(Cl)cc2nc1-n1nc(C)cc1C
6%,CC(=O)Nc1ccc(NC(=O)c2ncoc2-c2ccco2)cc1
?,O=c1c(N2CCN(Cc3ccccc3)CC2)csc2ccc(F)cc12
7%,COc1cccc(-c2nc(N3CCCCCC3)c3ccccc3n2)c1O
?,COc1cccc(C(=O)NC2CCN(c3cc(-c4ccccc4)[nH]n3)CC2)c1OC
?,CCN(CC)S(=O)(=O)c1ccc(OC(C)C)c(NC(=O)c2ccc3c(c2)NC(=O)C(C)S3)c1 (stereo unspecified)
-9%[149 µM],CNC(C)c1ccc(Oc2ccccc2)cc1 (stereo unspecified)
-45%,COc1cccc(-c2cc(C(=O)Nc3ccc(N(C)C(C)=O)cc3)c3cc(Br)ccc3n2)c1
21%,O=S1(=O)c2ccc(Br)cc2OC[C@H](Cc2ccccc2)N1Cc1cn(CCC2OCCCO2)nn1

Among those listed so far, two contain bromine.
KDM5B inh,molecule
-45%,COc1cccc(-c2cc(C(=O)Nc3ccc(N(C)C(C)=O)cc3)c3cc(Br)ccc3n2)c1
21%,O=S1(=O)c2ccc(Br)cc2OC[C@H](Cc2ccccc2)N1Cc1cn(CCC2OCCCO2)nn1

Printed as active in KDM5B inh, of those listed so far:
KDM5B inh,molecule
40µM*,Cc1ccccc1-c1nccc2c(=O)cc(-c3cccnc3)oc12

Going on with the list:
KDM5B inh,molecule
12%,Nc1nc(CN2CCN(Cc3ccc4c(c3)OCO4)CC2)nc(Nc2ccccc2Cl)n1
-17%,O=C(NC1CCCCC1)[C@@H]1C[C@@H](O)CN1C1CCN(C(=O)c2ccoc2)CC1
5%,CCNC(=O)N1CC(c2nnc(-c3ccncc3)o2)C2(CCOCC2)C1 (stereo unspecified)
?,Cc1ccc(-c2nnc3ccc(NCCN(C)C)nn23)nc1
10%,COc1ccc(-c2nc(CS(=O)(=O)CC(=O)NCCc3ccc(Cl)cc3)c(C)o2)cc1
4%[86.2 µM],Cc1ccc(S(=O)(=O)N(C)Cc2ccccc2C(F)(F)F)cc1
-9%,COCCCN(CCC(=O)N1CCC(C)CC1)C(=O)c1cc(C)oc1C
-30%,FC(F)(F)c1ccccc1/C=N/n1c(C2CCCCC2)n[nH]c1=S
?,Cc1cc(C)cc(N2C(=O)CSC23C(=O)N(CC(=O)NC2CCCCC2)c2ccccc23)c1 (stereo unspecified)
?,CCOc1ccc(CCNC(=O)COC(=O)/C=C/c2ccc(OC)c(OC)c2)cc1OCC
?,Cc1nc(N(C)C)ncc1C(=O)NCc1ccccc1
8%,O=C(NCCc1cccc(Cl)c1)C1CCOCC1
-14%,CC(C)(C)c1ccc(C2CC(=O)c3cnc(NCc4ccccc4)nc3C2)cc1 (stereo unspecified)
-15%,COc1ccc(NC(=O)COc2ccccc2C(=O)NCC(c2ccccc2)N(C)C)cc1Cl (stereo unspecified)
?,CC(=O)c1ccc(N2CCN(C(=O)c3noc4c3CCc3sccc3-4)CC2)cc1
3%,COC[C@@H]1CN(C(=O)c2ccc(C#N)cc2)C[C@H]1c1ccncc1
?,NS(=O)(=O)c1ccc(CNC(=O)/C=C/c2ccco2)cc1
14%,COc1ccc(CCNC(=O)[C@H]2CCC[C@H]2NC(=O)c2cnc(C)cn2)cc1OC
-42%[86.2 µM],CNc1ccc(-c2noc([C@@H]3CCCN3Cc3cnc4ccccc4c3)n2)cn1
13%,CN1C[C@@H](C(=O)Nc2ccccc2)[C@H](C2CCNCC2)C1
35µM*,O=C(O)CCCC(=O)N[C@H]1CO[C@H]2[C@@H]1OC[C@@H]2Nc1nccc(-c2cccc(F)c2)n1
-7%,Cc1ccc(C(=O)NNC(=S)NC(C)(C)C)cc1
-18%,CC(NC(=O)Cn1nc(-c2ccc(F)cc2)oc1=O)c1ccccc1 (stereo unspecified)
9%,CCOC(=O)c1cccc(NC(=O)c2ccc3c(c2)nnn3CC)c1
9%[115 µM],COc1cccc(N2C(=O)NC(=NC3CCCC3)C23CCN(Cc2ccsc2)C3)c1 (stereo unspecified)
?,COCCn1ccc2c(OCC(=O)Nc3cccc(C(F)(F)F)c3)cccc2c1=O
-2%,Cc1noc(-c2cn(C3CCN(C(=O)c4ccc(C)c(C)c4)CC3)nn2)n1
16%[86.2 µM],CN1c2cccnc2CN(Cc2ccc(C(F)(F)F)cc2)CC[C@H]1CO
?,Cn1cc(CN2CC[C@H](c3nnc(-c4cccnc4)o3)C2)c2ccccc21
-5%,O=C(Nc1ccccc1)/C(=C\c1ccco1)NC(=O)c1ccco1
1%,Cc1ccc(C(=O)N2CCCN(c3cc(-c4ccc(Br)cc4)[nH]n3)CC2)cn1
?,CC(NC(=O)c1ccc2cccc(F)c2n1)c1ccccc1-n1cccn1 (stereo unspecified)
26%,Cc1ccc(CS(=O)Cc2ccc(Cl)cc2)cc1 (stereo unspecified)
-16%,COCc1nncn1C1CCN(C(=O)c2cccc(OC)c2)CC1
3%,O=S(=O)(c1ccccc1)N1CCCC(c2nc(CCOc3ccc(F)cc3)no2)C1 (stereo unspecified)
19%[115 µM],O=C(c1cnn2c1CN([S+](=O)([O-])c1cccc(C(F)(F)F)c1)CC2)N1CCOCC1
-7%,CCOc1ccc(-c2cc3c(=O)n(CCNC(=O)c4ccc(Cl)cc4)ccn3n2)cc1
-22%,Cc1ccc(OCCSc2nc(C)c(Cc3ccccc3)c(=O)[nH]2)cc1
9%,O=C(O)C(C(=O)/C=C/c1ccccc1)=C1SCCS1
?,O=C(N/N=C/c1ccccc1O)c1cc[n+]([O-])cc1
23%,COc1ccc(CCC(=O)N2CCCC(Nc3ccccc3)C2)cc1OC (stereo unspecified)
-12%,Cc1ccc2ccc3cc(C(=O)N4CCN(c5ccccc5F)CC4)nc3c2[nH]1
6%,Cc1cccc(C(=O)N2CCCC(CO)CCNC(=O)CC2)c1 (stereo unspecified)
?,COc1ccc(CC(=O)Nc2c(C(=O)N3CCN(c4ccccc4)CC3)oc3ccccc23)cc1OC
9%,COc1cc(=O)n(-c2ccc(C)cc2)nc1C(=O)NCc1ccc(C)cc1
19%,CC(C)(C)C(=O)N1N=C(c2ccc3c(c2)OCO3)CC1c1ccc2nccnc2c1 (stereo unspecified)
11%,CN(CCO)C[C@@H]1CN(C(=O)CCc2nc3ccc(F)cc3[nH]2)C[C@@H]1CO
-29%[86.2 µM],O=c1ncn(CC2CC2)c2ccc(-c3ccc4c(c3)OCO4)nc12
?,COCCn1c(=O)c2c(n1Cc1ccccc1)CN(Cc1ccccn1)CC2
?,COCC(=O)N1CCN(c2oc(-c3ccccc3C)nc2S(=O)(=O)c2ccc(C)cc2)CC1

(more compounds)
KDM5B inh,molecule
?,CCOC(=O)c1cccc(NC(=O)c2ccc3c(c2)N(C)C2CCCCCN2C3=O)c1 (stereo unspecified)
4%,CC(C)n1c(SCc2nc3ccccc3c(=O)[nH]2)nnc1-c1ccco1
-22%,CN1C(=O)CCC2(CNC(=O)NC3CCCC3)CCC=C12 (stereo unspecified)
-9%,COc1ccccc1OCCNC(=O)c1ccc2c(c1)CCC2
30%,O=C(NCc1cccs1)C12CC3CC(CC(O)(C3)C1)C2
-11%,CCSc1nc(=O)c2c(n1C)NC(=O)CC2c1cc(C)ccc1C (stereo unspecified)
5%&-2%,COc1ccc(-n2nnnc2C2CCN(S(=O)(=O)c3ccc(F)cc3Cl)CC2)cc1
23%,CCCCCCOc1ccccc1/C=C(\C#N)C(=O)c1ccccc1
15%,CCOC(=O)N1CCN(C(=O)c2cc(-c3ccncc3)nc3ccccc23)CC1
1%,CC(CCc1ccco1)NC(=O)CCc1nnc2ccc(N3CCC4(CC3)OCCO4)nn12 (stereo unspecified)
15%,CCCC(=O)NC1CCN(Cc2nnnn2-c2ccccc2)CC1
1%,Cc1cccc(C)c1NC(=O)N1CCC(C(=O)c2ccc(F)cc2)CC1
4%,Cc1ccc(S(=O)(=O)N2CCN(C(=O)CSc3nncs3)CC2)cc1
150%[activator][86.2 µM],COc1ccc(-c2cc(C[C@@H]3CC[C@H](O)[C@@H](CNCc4ccccc4OC)O3)no2)cc1
?,S=c1[nH]c2ccccc2n2c(=S)[nH]nc12
-2%,COc1ccc(Nc2nc(N3CCCC3)c3cnn(C)c3n2)c(OC)c1
-7%[86.2 µM],Cc1ccc(CN2C[C@H]3CN(Cc4cccc(OC(F)(F)F)c4)CCN3C2=O)cc1
-33%,Cc1ccccc1NC(=O)c1c(NC(=O)Cc2ccccc2)sc2c1CCC2
?,CCc1ccc(CNC(=O)c2cc3cc4ccc(OC)cc4nc3o2)cc1
